High-throughput results as filed in PubChem BioAssay.
Mcl1-Noxa inh = Mcl-1/Noxa binding inhibitors, primary screen, biochemical, TR-FRET, 1536-well; Induced myeloid leukemia cell differentiation protein Mcl-1 (Homo sapiens), Q07820; TR-FRET Mcl-1/Noxa peptide binding, 2 h; inhibition, % at 21.7 µM; hit rate 1.5% among 220,000;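 active = compounds that cut the protein-peptide binding signal by more than 50% relative to plate controls in a single-dose test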;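 also: His-tagged Mcl-1 with rhodamine Noxa BH3 peptide and terbium anti-His antibody; 0% = Mcl-1 plus Noxa peptide wells and 100% = peptide-only wells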
Pf gametocyte = late stage P. falciparum gametocyte viability inhibitors, primary screen, ATP luminescence, HTS | inhibition, % at 10.9 µM | hit rate 0.065% among 150,000 | P. falciparum stage V gametocytes, 24 h | AID 743093, 2013;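 active = inhibition above the mean plus 3 SD of compounds within the control limits, set per campaign, cut at about 38% in these data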;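 also: 0% = DMSO wells and 100% = medium only without gametocytes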
Cdc42 wt = modulators of GTP binding to wildtype Cdc42, primary screen, biochemical, multiplex bead flow cytometry, Bodipy-GTP; AID 761, 2007; hit rate 0.2% among 190,000; GST-Cdc42 beads; actives lie on both sides; percent activity (GTP binding), % at 10 µM; Cell division control protein 42 homolog (Homo sapiens), P60953;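 active = percent activity GTP binding at least 20 points away from the 100% baseline, either down as inhibitor or up as activator; inconclusive = compound flagged as likely green fluorescent from well-wide comparison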;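 also: median bead fluorescence of bound Bodipy-FL-GTP at 100 nM; 0% = excess unlabeled GTP control and 100% = no compound control; below 100% means less GTP binding so inhibitor and above means activator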
ABCG2 block = ABCG2 efflux pump inhibitors, primary screen, multiplex with ABCB1, IgMXP3 cells, flow cytometry. inhibition, % at 6.6 µM. hit rate 0.1% among 190,000. JC-1 efflux;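 active = inhibition above 80%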;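 also: 0% = DMSO and 100% = nicardipine control wells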
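Read-out basis: Efflux inhibition in percent versus controls | Test system: ABCG2 IgMXP3 and barcoded ABCB1 CCRF-Adr cell mix | Quantity: 3 million cells/mL in well | Schedule: 10 min at 25 °C | Control set: Nicardipine as high control, DMSO as low control | Reagent: JC-1 as fluorescent efflux pump substrate | Signal: Flow cytometry of retained JC-1 fluorescence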
Rab7 wt GTP bind = modulators of GTP binding to Rab7, primary screen, biochemical, wildtype, multiplex bead flow cytometry; Rab7 GTPase wild type (dog), Bodipy-FL-GTP binding; GST-Rab7 beads, fluorescent GTP binding; actives lie on both sides; untreated = 100%, excess cold GTP = 0%; GTP binding activity (percent of control), % at 10 µM; hit rate 0.055% among 190,000; AID 758, 2007;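 active = fluorescent GTP binding to Rab7 beads changed by at least 20 points from the 100% baseline, either direction, mostly lower; inconclusive = compound itself probably fluorescent, or too few beads counted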;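 also: median green fluorescence of bound Bodipy-FL-GTP per Rab7 bead population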
Avidin fluor = green autofluorescence of compounds with avidin beads – biophysical, 488/530 nm, flow cytometry, artefact control, profiling panel. compound fluorescence 488/530 nm; hits give high values. fluorescence (KMESF) at 10 µM. hit rate 0.38% among 220,000. AID 1775, 2009; in the data active = fluorescence above about 47; also: inactives centre near 10
Rab2A wt mod = modulators of GTP binding to Rab2A wildtype, primary screen, biochemical, dog, bead-based flow cytometry, multiplex. GTP binding activity, % at 10 µM. GST-Rab2 wt beads, Bodipy-GTP binding. hit rate 0.19% among 190,000. AID 760, 2007;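 active = GTP binding activity at least 20 points away from 100%, either lowered or raised; inconclusive = signal likely due to the compound's own green fluorescence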;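 also: 0% = beads with excess unlabeled GTP and 100% = no-compound control corrected for plate trend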
Rac1 wt modul = wildtype Rac1 GTP binding modulators, primary screen, biochemical, GST-Rac1 beads, flow cytometry, multiplex; Ras-related C3 botulinum toxin substrate 1 (Homo sapiens), P63000; fluorescent GTP binding; actives lie on both sides; 0 = cold GTP competed, 100 = untreated; GTP binding activity (% of control), % at 10 µM; hit rate 0.27% among 190,000; AID 757, 2007;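 active = GTP binding activity at least 20 points away from the 100% control level, either lower or higher; inconclusive = compound flagged as likely green fluorescent, judged across all proteins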
HRas wt GTP = modulators of GTP binding to HRas wildtype, primary screen, biochemical, bead-based flow cytometry, multiplex; GTPase HRas (Homo sapiens), P01112; GST-Ras wt beads, Bodipy-FL-GTP binding; actives lie on both sides; GTP binding activity, % at 10 µM; hit rate 0.14% among 190,000; AID 759, 2007;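 active = GTP binding activity at least 20% away from the 100% baseline, either lowered as inhibitor or raised as activator; inconclusive = flagged as likely green fluorescent, judged across all proteins in the well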;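 also: 0% = unlabeled GTP competition control and 100% = no-compound control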
ABCB1 block = ABCB1 efflux pump inhibitors, primary screen, cell-based, multiplex, flow cytometry, ABCG2 counter-screen; ATP-dependent translocase ABCB1 (Homo sapiens), P08183; CCRF-Adr cells, JC-1 efflux; inhibition, % at 6.6 µM; hit rate 0.067% among 190,000; AID 1326, 2008; in the data active = inhibition above about 40%;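 also: 0% = vehicle and 100% = reference inhibitor; higher value means more JC-1 retained so stronger ABCB1 efflux block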
Target sequence (P08183 whole entry, looked up): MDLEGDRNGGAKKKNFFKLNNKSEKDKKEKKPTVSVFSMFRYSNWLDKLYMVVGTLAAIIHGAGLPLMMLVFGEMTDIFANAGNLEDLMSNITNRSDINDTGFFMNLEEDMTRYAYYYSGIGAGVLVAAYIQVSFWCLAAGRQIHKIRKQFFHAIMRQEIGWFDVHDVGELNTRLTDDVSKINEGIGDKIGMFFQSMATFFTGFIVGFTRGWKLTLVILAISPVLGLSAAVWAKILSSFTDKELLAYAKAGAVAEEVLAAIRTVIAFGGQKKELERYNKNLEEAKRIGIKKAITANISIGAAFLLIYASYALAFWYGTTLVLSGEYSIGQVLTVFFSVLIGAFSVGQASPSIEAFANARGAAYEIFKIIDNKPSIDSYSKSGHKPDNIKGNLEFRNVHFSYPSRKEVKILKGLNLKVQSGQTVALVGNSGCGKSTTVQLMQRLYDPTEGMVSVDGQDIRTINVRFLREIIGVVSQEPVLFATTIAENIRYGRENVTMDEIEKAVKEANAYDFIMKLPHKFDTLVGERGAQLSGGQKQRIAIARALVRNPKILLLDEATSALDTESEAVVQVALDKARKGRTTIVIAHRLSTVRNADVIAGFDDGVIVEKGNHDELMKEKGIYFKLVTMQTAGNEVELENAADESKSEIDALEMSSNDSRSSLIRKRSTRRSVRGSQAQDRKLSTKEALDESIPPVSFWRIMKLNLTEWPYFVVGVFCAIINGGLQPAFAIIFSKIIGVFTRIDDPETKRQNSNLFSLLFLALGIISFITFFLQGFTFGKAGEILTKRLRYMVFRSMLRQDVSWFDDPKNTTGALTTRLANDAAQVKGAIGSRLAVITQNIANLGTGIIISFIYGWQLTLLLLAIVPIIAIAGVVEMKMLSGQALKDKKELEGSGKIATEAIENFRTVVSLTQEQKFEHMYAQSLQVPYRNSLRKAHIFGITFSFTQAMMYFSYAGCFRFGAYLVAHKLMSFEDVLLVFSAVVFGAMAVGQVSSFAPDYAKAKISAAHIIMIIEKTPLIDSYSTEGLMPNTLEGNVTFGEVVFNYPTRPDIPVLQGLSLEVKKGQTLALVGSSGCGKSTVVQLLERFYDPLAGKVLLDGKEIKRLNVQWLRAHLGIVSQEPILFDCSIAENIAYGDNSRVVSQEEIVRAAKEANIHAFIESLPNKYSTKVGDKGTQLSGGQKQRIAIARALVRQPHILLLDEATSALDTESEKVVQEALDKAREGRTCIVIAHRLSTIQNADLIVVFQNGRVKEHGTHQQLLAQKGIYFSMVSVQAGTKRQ
Rac1 mut GTP = GTP binding modulators of activated mutant Rac1, primary screen, biochemical, bead-based flow cytometry, multiplex, fluorescent GTP; AID 764, 2007; hit rate 0.11% among 190,000; percent activity (GTP binding), % at 10 µM; GST-Rac1 activated beads; actives lie on both sides; 100% means binding = to untreated wells;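 active = GTP binding at least 20 percentage points away from the 100% baseline, in either direction, so actives lie on both sides; inconclusive = Compound likely fluorescent itself, or too few beads counted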
Starred values were filed as active, the others as inactive.

Screening CC(C)OCCCNC(=O)c1c(N)n(Cc2cccs2)c2nc3ccccc3nc12 returned Mcl1-Noxa inh 13, Cdc42 wt 98, ABCG2 block 42, Rab7 wt GTP bind 101, Avidin fluor 36, Rab2A wt mod 97, Rac1 wt modul 102, HRas wt GTP 97, ABCB1 block 1.1 and Rac1 mut GTP 96.
Screening CCC(C#N)(CC)P(=S)(c1ccccc1)c1ccccc1 returned Mcl1-Noxa inh 4, Pf gametocyte -4, Cdc42 wt 99, ABCG2 block 52, Rab7 wt GTP bind 103, Avidin fluor 13, Rab2A wt mod 99, Rac1 wt modul 104, HRas wt GTP 101, ABCB1 block 3.4 and Rac1 mut GTP 99.
O=C(c1cc2ccccc2oc1=O)N1CCC2(CC1)OCCO2 was read as Mcl1-Noxa inh -15, Cdc42 wt 101, ABCG2 block 0, Rab7 wt GTP bind 94, Avidin fluor 38, Rab2A wt mod 98, Rac1 wt modul 98, HRas wt GTP 102, ABCB1 block 0.2 and Rac1 mut GTP 97.
`C=CCn1c(O)c(C=NCCN2CCNCC2)c(=O)[nH]c1=O` gave Mcl1-Noxa inh 5, Cdc42 wt 104, ABCG2 block 2, Rab7 wt GTP bind 99, Avidin fluor 7, Rab2A wt mod 105, Rac1 wt modul 111, HRas wt GTP 103, ABCB1 block 0.3 and Rac1 mut GTP 103.
CNC(=O)c1cccn(Cc2ccc(C(F)(F)F)cc2)c1=O was read as Mcl1-Noxa inh 0, Pf gametocyte -1, Cdc42 wt 101, ABCG2 block 19, Rab7 wt GTP bind 95, Avidin fluor 10, Rab2A wt mod 97, Rac1 wt modul 94, HRas wt GTP 98, ABCB1 block 2.1 and Rac1 mut GTP 97.
Screening COC(=O)C(O)(c1ccc(N(C)C(=O)COc2ccccc2)cc1)C(F)(F)F (stereo not given) returned Mcl1-Noxa inh -3, Pf gametocyte 19, Cdc42 wt 99, ABCG2 block 2, Rab7 wt GTP bind 94, Avidin fluor 13, Rab2A wt mod 99, Rac1 wt modul 103, HRas wt GTP 98, ABCB1 block -9.2 and Rac1 mut GTP 99.
For O=c1c2ccccc2nc(N2CCCC2)n1-c1ccccc1 the results were Mcl1-Noxa inh 10, Cdc42 wt 103, ABCG2 block 4, Rab7 wt GTP bind 102, Avidin fluor 6, Rab2A wt mod 101, Rac1 wt modul 103, HRas wt GTP 102, ABCB1 block 1.4 and Rac1 mut GTP 100.
Screening COc1ccc(CC2C(=O)N(C)C(=O)N(C)C2=O)c(OC)c1 returned Mcl1-Noxa inh 8, Cdc42 wt 100, ABCG2 block -1, Rab7 wt GTP bind 98, Avidin fluor 7, Rab2A wt mod 98, Rac1 wt modul 98, HRas wt GTP 99, ABCB1 block -0.1 and Rac1 mut GTP 98.
Screening CC(C)OC(=O)c1c(N)n(CC2CCCO2)c2nc3ccccc3nc12 (stereo not given) returned Mcl1-Noxa inh 2, Pf gametocyte 15, Cdc42 wt 98, ABCG2 block 8, Rab7 wt GTP bind 103, Avidin fluor 11, Rab2A wt mod 103, Rac1 wt modul 97, HRas wt GTP 101, ABCB1 block 1.7 and Rac1 mut GTP 99.
`O=c1c2ccccc2nc(-c2ccoc2)n1-c1ccccc1` gave Mcl1-Noxa inh -5, Cdc42 wt 99, ABCG2 block 5, Rab7 wt GTP bind 97, Avidin fluor 23, Rab2A wt mod 98, Rac1 wt modul 101, HRas wt GTP 98, ABCB1 block -1.6 and Rac1 mut GTP 98.
Screening CCCCOC(=O)COc1cc(C)cc2oc(=O)c3c(c12)CCC3 returned Mcl1-Noxa inh -13, Cdc42 wt 95, ABCG2 block 51, Rab7 wt GTP bind 92, Avidin fluor 18, Rab2A wt mod 97, Rac1 wt modul 103, HRas wt GTP 95, ABCB1 block 1.0 and Rac1 mut GTP 98.
`O=C(O)C1C2CCC(O2)C1C(=O)NC1CCCCC1` (stereo not given) gave Mcl1-Noxa inh 14, Pf gametocyte 6, Cdc42 wt 99, ABCG2 block 5, Rab7 wt GTP bind 91, Avidin fluor 3, Rab2A wt mod 98, Rac1 wt modul 94, HRas wt GTP 101, ABCB1 block 0.7 and Rac1 mut GTP 100.
O=C(c1cc(-c2ccccc2)nc2ccccc12)N1CCC2(CC1)OCCO2 was read as Mcl1-Noxa inh 15, Cdc42 wt 103, ABCG2 block 3, Rab7 wt GTP bind 98, Avidin fluor 24, Rab2A wt mod 100, Rac1 wt modul 100, HRas wt GTP 100, ABCB1 block 1.1 and Rac1 mut GTP 97.
For CCOP(=O)(CN(CC)CCNP(=O)(OCC)OCC)OCC the results were Mcl1-Noxa inh -8, Pf gametocyte -1, Cdc42 wt 101, ABCG2 block 1, Rab7 wt GTP bind 100, Avidin fluor 24, Rab2A wt mod 100, Rac1 wt modul 101, HRas wt GTP 100, ABCB1 block 0.2 and Rac1 mut GTP 99.
For O=C1c2cccc3cccc(c23)C(=O)N1/N=C/c1c(O)n(-c2ccccc2)c(=O)[nH]c1=O the results were Mcl1-Noxa inh 22, Pf gametocyte 14, Cdc42 wt 95, ABCG2 block 3, Rab7 wt GTP bind 113, Avidin fluor 10, Rab2A wt mod 99, Rac1 wt modul 104, HRas wt GTP 101, ABCB1 block -0.2 and Rac1 mut GTP 95.
Screening CCC12CN3CCN(CC(C3)/C1=N/NC(=O)c1ccncc1)C2 returned Mcl1-Noxa inh 3, Cdc42 wt 101, ABCG2 block 0, Rab7 wt GTP bind 104, Avidin fluor 8, Rab2A wt mod 102, Rac1 wt modul 104, HRas wt GTP 102, ABCB1 block -0.1 and Rac1 mut GTP 98.
CN1C(=O)N(C)C(=O)C2(Cc3ccccc3N3CCOCC32)C1=O (stereo not given) was read as Mcl1-Noxa inh -20, Cdc42 wt 98, ABCG2 block 8, Rab7 wt GTP bind 99, Avidin fluor 6, Rab2A wt mod 94, Rac1 wt modul 98, HRas wt GTP 97, ABCB1 block 1.5 and Rac1 mut GTP 95.
Cc1c2cnn(CC(=O)N3CCC4(CC3)OCCO4)c(=O)c2c(C)n1Cc1ccccc1F was read as Mcl1-Noxa inh -2, Cdc42 wt 95, ABCG2 block 1, Rab7 wt GTP bind 100, Avidin fluor 4, Rab2A wt mod 97, Rac1 wt modul 95, HRas wt GTP 97, ABCB1 block 0.1 and Rac1 mut GTP 94.
CCc1nc2ccccc2c(=O)n1-c1ccccc1[N+](=O)[O-] was read as Mcl1-Noxa inh -36, Pf gametocyte 0, Cdc42 wt inconclusive, ABCG2 block 7, Rab7 wt GTP bind inconclusive, Avidin fluor 13, Rab2A wt mod inconclusive, Rac1 wt modul inconclusive, HRas wt GTP inconclusive, ABCB1 block 1.1 and Rac1 mut GTP inconclusive.
Screening Cn1c(=O)cc(OCC(=O)N2CCN(Cc3ccc4c(c3)OCO4)CC2)c2ccccc21 returned Mcl1-Noxa inh 2, Pf gametocyte -18, Cdc42 wt 99, ABCG2 block 1, Rab7 wt GTP bind 101, Avidin fluor 34, Rab2A wt mod 100, Rac1 wt modul 97, HRas wt GTP 100, ABCB1 block 0.5 and Rac1 mut GTP 98.
`O=[N+]([O-])[N-][n+]1cnn(Cc2ccc(Cl)cc2)c1` gave Mcl1-Noxa inh -5, Pf gametocyte -15, Cdc42 wt 99, ABCG2 block 0, Rab7 wt GTP bind 97, Avidin fluor 10, Rab2A wt mod 100, Rac1 wt modul 100, HRas wt GTP 99, ABCB1 block 0.2 and Rac1 mut GTP 97.
`C(#CCN1CCOCC1)COC/C=C/c1ccccc1` gave Mcl1-Noxa inh 35, Cdc42 wt 104, ABCG2 block 5, Rab7 wt GTP bind 96, Avidin fluor 36, Rab2A wt mod 97, Rac1 wt modul 104, HRas wt GTP 99, ABCB1 block 0.2 and Rac1 mut GTP 98.
`COc1cc(CN2CCCC(C(=O)c3sccc3C)C2)cc(OC)c1O` (stereo not given) gave Mcl1-Noxa inh 11, Pf gametocyte 16, Cdc42 wt 95, ABCG2 block 0, Rab7 wt GTP bind 102, Avidin fluor 9, Rab2A wt mod 97, Rac1 wt modul 101, HRas wt GTP 101, ABCB1 block 0.1 and Rac1 mut GTP 97.
For CC1(C)CC(n2[nH]c(=O)c3c2NC(=O)CSC3c2ccc(F)cc2)CCO1 (stereo not given) the results were Mcl1-Noxa inh -5, Pf gametocyte -23, Cdc42 wt 105, ABCG2 block 0, Rab7 wt GTP bind 99, Avidin fluor 9, Rab2A wt mod 102, Rac1 wt modul 106, HRas wt GTP 102, ABCB1 block 0.0 and Rac1 mut GTP 101.
CCOP(=O)(OCC)C(NC(C)=O)C(Cl)(Cl)Cl (stereo not given) was read as Mcl1-Noxa inh 2, Cdc42 wt 100, ABCG2 block 1, Rab7 wt GTP bind 100, Avidin fluor 11, Rab2A wt mod 99, Rac1 wt modul 101, HRas wt GTP 100, ABCB1 block 0.1 and Rac1 mut GTP 97.
For Cc1cccc(CN2CCCC(C(=O)c3ccc4c(c3)OCO4)C2)n1 (stereo not given) the results were Mcl1-Noxa inh 18, Pf gametocyte 18, Cdc42 wt 101, ABCG2 block 2, Rab7 wt GTP bind 99, Avidin fluor 11, Rab2A wt mod 99, Rac1 wt modul 99, HRas wt GTP 98, ABCB1 block 0.1 and Rac1 mut GTP 98.
CCN(CC)S(=O)(=O)c1ccc(C)c(NCC(=O)Nc2ccc(C#N)c(Cl)c2)c1 was read as Mcl1-Noxa inh -4, Cdc42 wt 98, ABCG2 block 15, Rab7 wt GTP bind 99, Avidin fluor 9, Rab2A wt mod 96, Rac1 wt modul 103, HRas wt GTP 98, ABCB1 block 2.8 and Rac1 mut GTP 97.
Cc1c(N=Cc2c(O)n(CCc3ccc(F)cc3)c(=O)[nH]c2=O)c(=O)n(-c2ccccc2)n1C was read as Mcl1-Noxa inh 15, Cdc42 wt 101, ABCG2 block 3, Rab7 wt GTP bind 98, Avidin fluor 10, Rab2A wt mod 101, Rac1 wt modul 108, HRas wt GTP 101, ABCB1 block 0.3 and Rac1 mut GTP 99.
CN1CCN(c2ccc(C=O)cc2)CC1 was read as Mcl1-Noxa inh -18, Cdc42 wt 104, ABCG2 block -2, Rab7 wt GTP bind 102, Avidin fluor 13, Rab2A wt mod 100, Rac1 wt modul 104, HRas wt GTP 102, ABCB1 block -0.4 and Rac1 mut GTP 101.

Only part of the results is shown. The share of hits here may be higher or lower than overall.
